From PubChem
MEKK2 mut-MEK5: signal of MEK5 binding to mutant human MEKK2 PB1 domain; bead flow cytometry, Alexa488-MEK5 binding to MEKK2 mutant; percent response, % at 10 µM; 0.35% of 290,000 active; AID 1530; in the data active = percent response above about 24%, passing the limit was not always enough; note: inactives centre near 1; some results filed as inactive read as strong as hits; reference of the scale not given here
GPR7 antagonist: antagonists of human GPR7 (neuropeptides B/W receptor 1) | GPR7-expressing cells, fluorescence antagonist assay | inhibition, % at 4.4 µM | 1.1% of 290,000 active | AID 1861; in the data active = inhibition above about 16%, passing the limit was not always enough;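 note: cells stimulated with the agonist NPW; 0% = agonist with vehicle and 100% = vehicle without agonist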
Target sequence (P48145 whole entry, looked up): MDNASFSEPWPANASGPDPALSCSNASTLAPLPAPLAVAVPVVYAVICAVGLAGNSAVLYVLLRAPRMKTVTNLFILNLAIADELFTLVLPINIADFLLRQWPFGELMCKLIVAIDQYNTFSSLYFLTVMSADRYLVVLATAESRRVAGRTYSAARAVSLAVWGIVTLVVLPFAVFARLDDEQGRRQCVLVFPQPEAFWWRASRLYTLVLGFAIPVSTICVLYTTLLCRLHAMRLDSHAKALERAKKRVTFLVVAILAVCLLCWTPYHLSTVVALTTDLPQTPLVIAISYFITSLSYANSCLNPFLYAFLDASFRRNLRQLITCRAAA
NALP1 yeast inh: inhibitors of NALP1 inflammasome in yeast; AID 2071; inhibition, % at 10 µM; S. cerevisiae NALP1/ASC/caspase-1 growth, X-gal OD620, 72 h; 0.61% of 280,000 active; in the data active = inhibition mostly above about 24%, no sharp cut-off; inactive = mostly below about 32%; note: some compounds called inactive have numbers as strong as hits
OXTR ag: activates the human oxytocin receptor; P30559; CHO-OTR cells, Fluo-8 calcium fluorescence; normalized: DMSO 0%, oxytocin 100%; activation, % at 3 µM; 0.32% of 320,000 active; AID 2435;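 active = activation above the mean of all tested compounds plus 3 SD, cutoff set per screening run, cut at about 20% in these data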;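 note: peak over basal fluorescence ratio from a 100 s FLIPR kinetic read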
MEKK2wt PB1 HTS: raises or lowers MEK5 binding to wildtype human MEKK2 PB1 domain | Q9Y2U5 | bead flow cytometry, Alexa488-MEK5 binding to MEKK2 WT; actives lie on both sides | binding response (% of control), % at 10 µM | 1.1% of 290,000 active | AID 1531; in the data active = binding response below about 67% or above about 130%
PHOSPHO1 block: inhibitors of human PHOSPHO1 phosphatase; recombinant PHOSPHO1, absorbance phosphatase assay; inhibition, % at 13.3 µM; 1.1% of 290,000 active; in the data active = inhibition above about 60%
Target sequence (Q8TCT1 whole entry, looked up): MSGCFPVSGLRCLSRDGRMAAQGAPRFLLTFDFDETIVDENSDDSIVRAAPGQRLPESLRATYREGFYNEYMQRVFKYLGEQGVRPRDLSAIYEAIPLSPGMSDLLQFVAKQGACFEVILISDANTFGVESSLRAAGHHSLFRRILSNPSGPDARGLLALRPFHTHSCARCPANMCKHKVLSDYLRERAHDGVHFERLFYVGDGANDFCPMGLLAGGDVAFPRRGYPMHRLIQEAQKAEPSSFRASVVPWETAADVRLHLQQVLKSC
PfM18AAP inh: PfM18AAP enzyme inhibition | 1.2% of 290,000 active | inhibition, % at 7.35 µM | recombinant PfM18AAP, H-Glu-NHMec fluorogenic cleavage | AID 1822;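 active = inhibition above the campaign mean inhibition over all tested compounds plus 3 SD, cut at about 28% in these data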;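 note: 0% = plate median of test compound wells and 100% = 2 mM ZnCl2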
DNA FID counter: displaces DNA intercalator in HCV helicase counter-screen | DNA fluorescent intercalator displacement, fluorescence | inhibition, % at 7.9 µM | 0.17% of 290,000 active; in the data active = inhibition above about 37%;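 note: 0% = vehicle and 100% = reference compound; higher means more ethidium bromide displaced from hairpin DNA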
MEKK3 PB1 HTS: modulators (inhibitors or enhancers) of MEK5 binding to human MEKK3 PB1 domain; binding response (% of control), % at 10 µM; 1.4% of 290,000 active; Q99759; AID 1529; bead-based flow cytometry, Alexa488-MEK5 binding to MEKK3; actives lie on both sides; 0 = blocked by unlabeled MEK5, 100 = vehicle;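 active = binding response more than 3 SD above or below the average of its plate-row segment, actives on both sides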;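 note: Alexa488 bead fluorescence after subtracting the streptavidin-only scavenger bead signal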
* marks the source's active call; other numbers are inactive results; · = no result given.

Letter code: A = MEKK2 mut-MEK5; B = GPR7 antagonist; C = NALP1 yeast inh; D = OXTR ag; E = MEKK2wt PB1 HTS; F = PHOSPHO1 block; G = PfM18AAP inh; H = DNA FID counter; I = MEKK3 PB1 HTS
SMILES: O=C(c1ccco1)N1CCC(N2CCN(c3ccccc3)CC2)CC1
  A = -8 | B = 6 | C = · | D = 0.6 | E = 88 | F = 14 | G = -18 | H = -4 | I = 97
SMILES: COc1ccc2c(c1)cc1n2CCN=C1NCCO
  A = -2 | B = 1 | C = 11 | D = 0.4 | E = 100 | F = 0 | G = -1 | H = -2 | I = 103
SMILES: O=C(NCCc1cccnc1)C1CCC(=O)N(Cc2ccc(Cl)cc2)C1 (stereo unspecified)
  A = -4 | B = -3 | C = 7 | D = · | E = 102 | F = 12 | G = -3 | H = -8 | I = 99
SMILES: O=C(Nc1ccsn1)c1ccc(Cl)cc1Cl
  A = 1 | B = -4 | C = 0 | D = -1.3 | E = 98 | F = 27 | G = 0 | H = -2 | I = 100
SMILES: Cc1ccc(CNC(=O)c2cn(C)c3ccc(S(=O)(=O)N4CCOCC4)cc3c2=O)cc1
  A = 2 | B = 3 | C = 2 | D = -0.2 | E = 103 | F = 49 | G = 3 | H = 20 | I = 98
SMILES: COc1ccc(C)cc1NC(=O)Cn1cnnn1
  A = -13 | B = 2 | C = -3 | D = -0.1 | E = 66 | F = -16 | G = -3 | H = -6 | I = 71
SMILES: O=C(/C=C/c1cccc(F)c1)c1ccc(N2CCOCC2)cc1
  A = -2 | B = -4 | C = -8 | D = 2.7 | E = 91 | F = 7 | G = 8 | H = -29 | I = 94
SMILES: Cc1cc(C(=O)NNC(=O)c2cccc(C(F)(F)F)c2)no1
  A = 0 | B = -9 | C = 7 | D = 1.4 | E = 100 | F = -25 | G = 5 | H = 2 | I = 103
SMILES: O=C(Nc1ccccc1C(F)(F)F)N1CCCCCC1
  A = -1 | B = 2 | C = 18 | D = -0.5 | E = 103 | F = -6 | G = 3 | H = -1 | I = 96
SMILES: COC(=O)c1cn(C(=O)c2cccc(C)c2)c2ccccc12
  A = -8 | B = -10 | C = 0 | D = 0.5 | E = 89 | F = -3 | G = -1 | H = 8 | I = 93
SMILES: CCOc1ccc(S(=O)(=O)Nc2ccc(C(=O)N3CCCC3)cc2)cc1
  A = 4 | B = -9 | C = 23 | D = 3.6 | E = 98 | F = 9 | G = 7 | H = -34 | I = 95
SMILES: CC1CCc2c(sc(NC(=O)Cn3cnc([N+](=O)[O-])n3)c2C(N)=O)C1 (stereo unspecified)
  A = 0 | B = -12 | C = 1 | D = 0.3 | E = 103 | F = 29 | G = 2 | H = -3 | I = 108
SMILES: CCOC(=O)C1CCCN(c2ncnc3c2cnn3-c2ccc(Cl)cc2)C1 (stereo unspecified)
  A = 6 | B = -9 | C = -23 | D = 1.0 | E = 108 | F = 1 | G = -3 | H = -4 | I = 110
SMILES: CC(C)C(=O)Nc1c(-c2ccccc2F)c(=O)c2ccccc2n1C
  A = 2 | B = 7 | C = 14 | D = -1.4 | E = 106 | F = · | G = 4 | H = -7 | I = 102
SMILES: CCOc1ccc(N=C(NC#N)SCC)cc1
  A = 2 | B = 1 | C = 3 | D = -0.2 | E = 105 | F = -32 | G = 7 | H = -5 | I = 114

Record cards (already shown). Order of screens: MEKK2 mut-MEK5, GPR7 antagonist, NALP1 yeast inh, OXTR ag, MEKK2wt PB1 HTS, PHOSPHO1 block, PfM18AAP inh, DNA FID counter, MEKK3 PB1 HTS
CCOc1ccc(N=C(NC#N)SCC)cc1 reads 2, 1, 3, -0.2, 105, -32, 7, -5, 114
CCOC(=O)C1CCCN(c2ncnc3c2cnn3-c2ccc(Cl)cc2)C1 (stereo unspecified) reads 6, -9, -23, 1.0, 108, 1, -3, -4, 110

The listing picks up with the four entries that preceded the break.
Letter code: A = MEKK2 mut-MEK5; B = GPR7 antagonist; C = NALP1 yeast inh; D = OXTR ag; E = MEKK2wt PB1 HTS; F = PHOSPHO1 block; G = PfM18AAP inh; H = DNA FID counter; I = MEKK3 PB1 HTS
SMILES: CC1CCc2c(sc(NC(=O)Cn3cnc([N+](=O)[O-])n3)c2C(N)=O)C1 (stereo unspecified)
  A = 0 | B = -12 | C = 1 | D = 0.3 | E = 103 | F = 29 | G = 2 | H = -3 | I = 108
SMILES: CCOC(=O)C1CCCN(c2ncnc3c2cnn3-c2ccc(Cl)cc2)C1 (stereo unspecified)
  A = 6 | B = -9 | C = -23 | D = 1.0 | E = 108 | F = 1 | G = -3 | H = -4 | I = 110
SMILES: CC(C)C(=O)Nc1c(-c2ccccc2F)c(=O)c2ccccc2n1C
  A = 2 | B = 7 | C = 14 | D = -1.4 | E = 106 | F = · | G = 4 | H = -7 | I = 102
SMILES: CCOc1ccc(N=C(NC#N)SCC)cc1
  A = 2 | B = 1 | C = 3 | D = -0.2 | E = 105 | F = -32 | G = 7 | H = -5 | I = 114
SMILES: COc1cc2c(C(=O)N3CCN(c4ccccc4C)CC3)c(C)oc2cc1Br
  A = -7 | B = -12 | C = -18 | D = 0.3 | E = 89 | F = 2 | G = -5 | H = 5 | I = 90
SMILES: C=C(C)[C@@H]1CC=C(C(=O)O)CC1
  A = 5 | B = · | C = 1 | D = 0.2 | E = 114 | F = 18 | G = · | H = · | I = 108
SMILES: C/C(=N\NC(=O)c1ccccn1)c1ccc(Cl)cc1
  A = -1 | B = -11 | C = -18 | D = -0.5 | E = 96 | F = -14 | G = 4 | H = -8 | I = 99
SMILES: O=C(c1ccc(S(=O)(=O)N2CCOCC2)cc1)N(c1cccc(Cl)c1)C1C=CS(=O)(=O)C1 (stereo unspecified)
  A = 2 | B = -8 | C = 5 | D = 0.5 | E = 106 | F = -10 | G = -2 | H = -10 | I = 105
SMILES: CC(C)c1nnc(NC(=O)CC(C)c2ccccc2)s1 (stereo unspecified)
  A = 5 | B = -13 | C = -61 | D = -1.9 | E = 102 | F = 35 | G = -8 | H = -19 | I = 103
SMILES: COc1ccc(-c2cc(-c3ccccc3)n3ncnc3n2)cc1
  A = 6 | B = -3 | C = 10 | D = -2.6 | E = 103 | F = 13 | G = -7 | H = -12 | I = 101
SMILES: CCCOc1ccc(Cl)cc1/C=C1/C(=O)ON=C1C
  A = -5 | B = 2 | C = 26 | D = 2.1 | E = 99 | F = 5 | G = 16 | H = -2 | I = 99
SMILES: CCSc1nnc(NC(=O)Cc2cccc(OC)c2)s1
  A = 5 | B = 5 | C = 13 | D = -1.4 | E = 107 | F = 1 | G = -9 | H = -7 | I = 105
SMILES: CCS(=O)(=O)N1CCN(c2ccc([N+](=O)[O-])c(NCc3cccnc3)c2)CC1
  A = -7 | B = -2 | C = 2 | D = -0.6 | E = 78 | F = 43 | G = 10 | H = -7 | I = 78
SMILES: CCOc1cc(/C=N/NC(=O)c2cccc([N+](=O)[O-])c2)ccc1OS(=O)(=O)c1ccccc1
  A = 6 | B = -6 | C = 0 | D = 0.0 | E = 114 | F = 45 | G = 9 | H = 1 | I = 102
SMILES: CC1(C)c2[nH]c3ccccc3c2C[C@H]2C(=O)N(Cc3ccccc3)C(=O)N21
  A = -6 | B = · | C = · | D = 7.0 | E = 89 | F = · | G = · | H = · | I = 100
SMILES: CC(/C=N\NC(=O)c1cccnc1)c1ccccc1 (stereo unspecified)
  A = -2 | B = -9 | C = · | D = 0.2 | E = 91 | F = · | G = 3 | H = -2 | I = 95
